# OXTR agonist = human OXTR agonism; AID 2435; activation, % at 3 µM; CHO-OTR cells, Fluo-8 calcium fluorescence; normalized: DMSO 0%, oxytocin 100%; 320,000 tested, 0.32% active;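 active means activation above the mean of all tested compounds plus 3 SD, cutoff set per screening run, cut at about 20% in these data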;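 further: peak over basal fluorescence ratio from a 100 s FLIPR kinetic read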
# Target sequence (P30559 whole entry, looked up): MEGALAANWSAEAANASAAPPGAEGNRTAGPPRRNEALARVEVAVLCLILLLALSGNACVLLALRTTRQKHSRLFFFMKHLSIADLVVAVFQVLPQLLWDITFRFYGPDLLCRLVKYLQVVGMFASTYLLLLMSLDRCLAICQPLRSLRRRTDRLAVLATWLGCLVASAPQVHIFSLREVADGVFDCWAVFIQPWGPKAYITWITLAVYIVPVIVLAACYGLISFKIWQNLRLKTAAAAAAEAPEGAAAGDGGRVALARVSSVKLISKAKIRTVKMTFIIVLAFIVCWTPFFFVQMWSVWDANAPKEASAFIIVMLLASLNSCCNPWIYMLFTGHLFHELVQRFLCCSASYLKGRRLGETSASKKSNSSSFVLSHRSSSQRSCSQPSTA
# The depositor's hits bear a star. This is a subset; rates above refer to the full screens.
SMILES,OXTR agonist
COc1ccc(NC(=O)CC(=O)Nc2ccc(OC)cc2)cc1,0.1
COc1ccc(OC[C@@H](O)CNC(=O)c2cccc3c2C(=O)c2ccc(Cl)cc2S3(=O)=O)cc1,-0.6
CN(c1ccccc1)S(=O)(=O)c1cccc(C(=O)NCC(=O)Nc2ccc(F)c(F)c2F)c1,3.3
CCOc1ccc(S(=O)(=O)Nc2ccc(C(=O)NCC(c3ccco3)N3CCCCC3)cc2)cc1 (stereo not given),6.6
COc1ccc(C(=O)NNC(=O)Cc2nc3ccccc3n2C)cc1,0.6
COc1cc2cnc(-c3ccccc3)c(-c3ccc(C(F)(F)F)cc3)c2cc1OC,-0.3
Cc1ccc(NC(=O)COc2ccc(N(C)C(=O)C(C)(C)C)cc2)cc1S(=O)(=O)N1CCCCC1,11
CN(CC(=O)Nc1cc(Cl)ccc1C#N)C1CCS(=O)(=O)C1 (stereo not given),0.1
O=C(Nc1ccc(OC(F)(F)F)cc1)c1ccc2c(c1)no[n+]2[O-],7.8
CCOc1ccc(S(=O)(=O)N2CCOCC2)cc1NC(=O)c1ccc(N2CCCC2=O)cc1,-0.3
N#Cc1cccc(C(=O)Nc2ccc(S(=O)(=O)Nc3nccs3)cc2)c1,1.4
CC(C)(C)[C@H]1COC(=O)CC/C=C\C[C@H](CC(=O)N(CCO)Cc2ccccc2)C(=O)N1,0.6

# The closing six entries of the section above are carried over, then new ones follow:
SMILES,OXTR agonist
Cc1ccc(NC(=O)COc2ccc(N(C)C(=O)C(C)(C)C)cc2)cc1S(=O)(=O)N1CCCCC1,11
CN(CC(=O)Nc1cc(Cl)ccc1C#N)C1CCS(=O)(=O)C1 (stereo not given),0.1
O=C(Nc1ccc(OC(F)(F)F)cc1)c1ccc2c(c1)no[n+]2[O-],7.8
CCOc1ccc(S(=O)(=O)N2CCOCC2)cc1NC(=O)c1ccc(N2CCCC2=O)cc1,-0.3
N#Cc1cccc(C(=O)Nc2ccc(S(=O)(=O)Nc3nccs3)cc2)c1,1.4
CC(C)(C)[C@H]1COC(=O)CC/C=C\C[C@H](CC(=O)N(CCO)Cc2ccccc2)C(=O)N1,0.6
CN(CC(=O)Nc1ccccc1C(F)(F)F)C(=O)CN1C(=O)C2CCCCC2C1=O (stereo not given),0.6
CC(=O)Nc1ccc(CNc2ncnc3ccc(-c4c(C)noc4C)cc23)cc1,0.8
Cc1ccc(NC(=O)CN(C)C(=O)COC(=O)c2ccc(NC(=O)CC#N)cc2)cc1,1.0
CCOC(=O)C1=C(COC(=O)COc2ccc(C(=O)CC)cc2)NC(=O)NC1C (stereo not given),11
CC(=O)NC(c1cc(Cl)c2cccnc2c1O)C1CC1 (stereo not given),-0.7
COC(=O)c1ccc(N2CCN(CC(=O)c3ccc(C)cc3)CC2)c([N+](=O)[O-])c1,0.7
Cc1cccc(C)c1NC(=O)CNC(=O)c1c(C)nn(-c2ccccc2)c1C,-0.6
Clc1ccc2c(c1)Nc1ccccc1CC2,-2.6
CC1CCCCC12NC(=O)N(CC(=O)OCc1ccc(Br)cc1)C2=O (stereo not given),2.3
CCN(C(=O)CSc1ccccn1)C1CCCCC1,-0.8
O=C(COC(=O)Cc1c(F)cccc1Cl)NC1CCS(=O)(=O)C1 (stereo not given),0.4
CC(CCc1ccccc1)NC(=O)COC(=O)c1cccnc1Cl (stereo not given),-0.2
Oc1ccc(-c2nc(-c3ccc(F)cc3)c(-c3ccncc3)[nH]2)cc1,-1.6
COc1ccc(N2CCN(S(=O)(=O)CCNC(=O)C(C)Oc3ccccc3)CC2)cc1 (stereo not given),0.5
Cc1ccc(-c2csc3ncnc(N4CCN(C(=O)c5ccco5)CC4)c23)cc1,-2.1
CCN(C(=O)CSc1ccc2ccccc2n1)C1CCCCC1,-1.7
CC(NC(=O)CCN1C(=O)c2ccccc2S1(=O)=O)c1ccccc1 (stereo not given),-0.3
Cc1cc2c(=O)n(C)c(SCC(=O)NC3CCCC3)nc2s1,-0.9
O=C(CN1CCN(S(=O)(=O)c2cccc(F)c2)CC1)Nc1ccnn1C1CCCC1,2.1
COc1ccc(NC(=O)CC2SC(N3CCCC3)=NC2=O)cc1Cl (stereo not given),3.1
COc1ccc(NC(=O)CSCC(=O)Nc2nnc(CC(C)C)s2)cc1,-0.1
COc1ccccc1C(=O)NCCC(=O)N1CCN(c2cccc(C(F)(F)F)c2)CC1,-0.3
CC(C)CN(C(=O)CCCOc1ccc(Cl)cc1Cl)c1c(N)n(Cc2ccccc2)c(=O)[nH]c1=O,-1.7
COc1ccc(NC(=O)CN(C)CC(=O)Nc2sc3c(c2C#N)CCC3)cc1,-0.4
Cc1ccc(S(=O)(=O)N2[C@@H](c3ccc(F)cc3)C(C(=O)O)=CC[C@H]2c2cccs2)cc1,0.8
O=C(CNC(=O)c1ccc(Cl)cc1)OCCN1C(=O)c2ccccc2C1=O,0.1
COc1ccc([C@H]2CC(=O)C=C(c3cc(Cl)cc(Cl)c3)C2)cc1,1.3
Cc1c(C(=O)OCC(=O)NCCc2ccc(S(N)(=O)=O)cc2)oc2ccccc12,-0.6
CC(C)(C)c1cccc(Cn2nnc3ccccc32)c1O,3.0
CC12CCC(=O)N1C(C(=O)Nc1nc3ccccc3s1)CS2 (stereo not given),2.5
O=C1CCc2cc(NS(=O)(=O)c3ccccc3)cc3c2N1CC3,1.1
O=C(NNC(=O)c1ccc(-n2cncn2)c([N+](=O)[O-])c1)c1ccccc1,0.7
O=C(COC(=O)C1CCN(c2ccc(C(F)(F)F)cn2)CC1)Nc1ncc(Cl)cc1Cl,2.2
COc1ccc(S(=O)(=O)N2CCOCC2)cc1NC(=O)C1CC1,0.4
Cc1ccc(S(=O)(=O)N2CCN(C(=O)CNC(=O)c3sc4ccccc4c3Cl)CC2)cc1,0.9
O=C(Cn1[nH]c(=O)c2ccccc2c1=O)OCC(=O)c1ccc(F)c(F)c1,6.6
O=C(CNS(=O)(=O)c1ccc(Cl)cc1)N1CCN(c2ccc(F)cc2)CC1,9.9
CCN(CC(=O)Nc1c(F)cccc1F)C(=O)c1cnc(C)cn1,1.2
CC(=O)N1CCN(C(=O)c2ccccc2NS(=O)(=O)c2ccc(F)cc2)CC1,0.1
CC(=O)Nc1ccc(S(=O)(=O)NCC(=O)NNC(=O)COc2c(C)cccc2C)cc1,0.4
CCCCN(C(=O)c1ccc(-c2ccc([N+](=O)[O-])cc2)o1)c1c(N)n(CCCC)c(=O)[nH]c1=O,-1.7
O=C(O)c1cccc2c1C(=O)c1ccc(-c3ccc(F)cc3F)cc1S2(=O)=O,0.3
COc1ccc(CCN2CC(C(=O)Nc3ccc(S(C)(=O)=O)cc3)CC2=O)cc1OC (stereo not given),0.3
CCc1ccc2nc(NC(=O)C3CSC4(C)CCC(=O)N34)sc2c1 (stereo not given),-2.3
COc1ccc(C)cc1NC(=O)CN1C(=O)C2CC=CCC2C1=O (stereo not given),0.6
O=C(CNC(=O)c1cccc([N+](=O)[O-])c1)OCCCC(=O)c1ccc(F)cc1,9.3
Cc1ccc(S(=O)(=O)N2CCCCC2)cc1C(=O)NCCN1CCOCC1,-1.2
O=C(C1CC(=O)N(c2ccc(F)cc2)C1)N1CCC(c2nc3ccccc3[nH]2)CC1 (stereo not given),0.5
CC1CCN(C(=O)COC(=O)/C=C/c2ccc([N+](=O)[O-])cc2)CC1,3.5
Cc1cc(Br)ccc1NC(=O)CN(C)C(=O)c1cc([N+](=O)[O-])ccc1N1CCOCC1,-1.5
O=C(COC(=O)c1nc(Cl)c(Cl)c(Cl)c1Cl)NCc1ccccc1,-2.1
O=C(NNS(=O)(=O)c1ccccc1Cl)C1COc2ccccc2O1 (stereo not given),0.8
CC(C)(C)c1ccc(C(=O)NCC(=O)NCc2ccccn2)cc1,1.4
O=C(Nc1ccncc1)c1cc(S(=O)(=O)N2CCCCC2)ccc1Cl,0.8
CCCCOC(=O)NS(=O)(=O)c1sc(CC(C)C)cc1-c1ccc(Cn2c(CC)nc3c(C)cc(C)nc32)cc1,0.1
Cc1ccc(C)c(C(=O)CCC(=O)OCn2nnc3ccccc3c2=O)c1,-0.5
CC1CC(C)CN(C(=O)COC(=O)c2ccc3ccccc3n2)C1 (stereo not given),0.1
CCc1noc(C)c1C(=O)Nc1nc(-c2ccc(OC)c(OC)c2)cs1,-0.8
COCc1c(C(=O)N2CCN(S(=O)(=O)c3ccccc3Cl)CC2)oc2ccccc12,1.6
CC(=O)c1ccc(S(=O)(=O)Nc2ccc(-n3c(C)nc4ccccc4c3=O)cc2)cc1,3.8

# Reprinted at random: 4 records from the list
SMILES,OXTR agonist
O=C(NNS(=O)(=O)c1ccccc1Cl)C1COc2ccccc2O1 (stereo not given),0.8
O=C(Nc1ccncc1)c1cc(S(=O)(=O)N2CCCCC2)ccc1Cl,0.8
CCc1noc(C)c1C(=O)Nc1nc(-c2ccc(OC)c(OC)c2)cs1,-0.8
CCCCOC(=O)NS(=O)(=O)c1sc(CC(C)C)cc1-c1ccc(Cn2c(CC)nc3c(C)cc(C)nc32)cc1,0.1

# (further entries)
SMILES,OXTR agonist
Cc1ccnc(NC(=O)CNC(=O)c2ccc3ccccc3c2)c1,0.2
COc1ccc(OC)c(-c2nn(-c3ccccc3)cc2C(=O)NCC(c2cccs2)N2CCOCC2)c1 (stereo not given),-1.3
O=C(NCc1nnnn1-c1ccc(F)c(F)c1)C(=O)c1c[nH]c2ccccc12,8.5
COc1cc(C(=O)NCC(c2cccs2)N2CCOCC2)cc(Br)c1OCc1ccccc1 (stereo not given),1.3
CCOC(=O)c1[nH]cnc1C(=O)N[C@@H](C)c1ccccc1,-0.1
CC(=O)Nc1ccc(/C(C)=N/NC(=O)c2ccc(COc3ccccc3Cl)o2)cc1,1.9
CC(OC(=O)C1CSC2(C)CCC(=O)N12)C(=O)Nc1cccc(C#N)c1 (stereo not given),0.7
CC1CCCCC1NC(=O)CNC(=O)c1ccco1 (stereo not given),0.8
CCOc1ccc(C(=O)OCC(=O)NCC2CCCO2)cc1 (stereo not given),1.4
COc1ccc(CC(=O)Nc2ccc(S(=O)(=O)N3CCOCC3)cc2)cc1,6.0
CCN(CC)CCCCCCCCOC(=O)c1cc(OC)c(OC)c(OC)c1,2.0
Cc1ccc(Cl)c(NC(=O)CSc2n[nH]c(=O)n2C2CC2)c1Cl,0.3

# Reprinted from the part before: 2 compounds, then new ones.
SMILES,OXTR agonist
CCN(CC)CCCCCCCCOC(=O)c1cc(OC)c(OC)c(OC)c1,2.0
Cc1ccc(Cl)c(NC(=O)CSc2n[nH]c(=O)n2C2CC2)c1Cl,0.3
CN(C(=O)COC(=O)C1CCN(S(=O)(=O)c2c(Cl)cccc2Cl)CC1)c1ccccc1,1.7
CCOc1ccc(S(=O)(=O)NCCC(=O)NCc2cccnc2)cc1,-1.3
O=C(COC(=O)c1cc(=O)[nH]c2ccccc12)NCc1ccc(F)cc1,-0.8
CCCNC(=O)c1n[nH]c2c1CC(C(C)(C)CC)CC2 (stereo not given),-1.8
O=C(COC(=O)c1ccc([N+](=O)[O-])cc1)NC12CC3CC(CC(C3)C1)C2,-2.3
CC(=O)N1CCN(S(=O)(=O)c2ccc(C)cc2)C1C (stereo not given),0.9
CCn1c(=O)c(C(=O)CN(C)CC(=O)Nc2cccc(F)c2)c(N)n(Cc2ccccc2)c1=O,2.4
CSc1ccc(NC(=O)CSc2nc3[nH]c(=O)cc(O)c3s2)cc1,2.3
CN(C)CC(C)(C)CNc1ccc(S(=O)(=O)N2CCCC2)cn1,1.2
O=C(COC(=O)c1ncc(Cl)c(Cl)c1Cl)NCc1ccccc1,1.3
O=C(O)CC1c2ccccc2C=Cc2ccccc21,0.6
O=C(Nc1ccccc1N1CCCC1)C1CCN(S(=O)(=O)c2ccccc2)CC1,-2.3
COc1ccccc1N1CCN(S(=O)(=O)CCNC(=O)CC2CCCCC2)CC1,1.4
COC(=O)[C@@]12CCCN1[C@H](c1ccc(-c3ccc4c(c3)OCO4)cc1)[C@H]1C(=O)N(C)C(=O)[C@H]12,0.7
O=C(Nc1cc([N+](=O)[O-])ccc1F)C1CCN(S(=O)(=O)c2cccs2)CC1,3.5
Cn1c(SCC(=O)NC2CCS(=O)(=O)C2)nnc1-c1ccco1 (stereo not given),1.4
O=C(OCC(=O)N1CCCCC1)c1ccc(OC(F)(F)F)cc1,-0.4
O=C(COC(=O)/C=C/c1ccc(F)cc1)NCc1ccc2c(c1)OCO2,12
CC[N+](C)(CC)CCOC(=O)C1c2ccccc2Oc2ccccc21,-0.3
Cc1noc(C)c1CSCC(=O)N(C)CC(=O)Nc1ccccc1C(F)(F)F,1.1
COc1ccc(NC(=O)N(C)C[C@H]2Oc3c(NC(=O)Nc4c(C)noc4C)cccc3C(=O)N([C@H](C)CO)C[C@@H]2C)cc1,1.6
CCCN(Cc1ccc(C)cc1)C(=O)c1ccc(CNS(=O)(=O)c2ccc(C(C)=O)cc2)cc1,2.1
O=C(CCc1c[nH]c2ccccc12)OCC(=O)N1CCN(S(=O)(=O)c2ccccc2)CC1,6.7
COc1ccc(S(=O)(=O)N2CCc3ccccc32)cc1C(=O)Nc1ccc(NC(C)=O)cc1,1.0
COc1ccccc1CN(C)C(=O)c1cccc(S(=O)(=O)N2CCCc3ccccc32)c1,-1.9
Clc1cccc(Cl)c1C[n+]1cccc2ccccc21,-0.6
O=S(=O)(c1ccccc1)c1cnc2ccccc2c1,1.4
COc1ccc(NC(=O)CN(C)C(=O)CC2CCCCC2)cc1,-0.3
CC1CCCN(C(=O)CNC(=O)c2cccs2)C1 (stereo not given),-0.2
Cc1cccc(C)c1OCC(=O)OCC(=O)Nc1ccc(Cl)cn1,-2.6
CC(=O)Nc1ccc(NC(=O)C(=O)NCC(c2ccco2)N2CCc3ccccc3C2)cc1 (stereo not given),6.6
Cc1cccc(C(=O)Nc2cc(S(=O)(=O)N3CCOCC3)ccc2N2CCCCC2)c1,-1.7
CN(Cc1ccccc1)C(=O)CN1C(=O)NC2(CCCCCCC2)C1=O,0.7
COc1cccc(Oc2ccc(C(F)(F)F)cc2NC(=O)CN2C(=O)NC3(CCCC3)C2=O)c1,0.8
CN(C)C1=NCCN1CC1CCCC1,0.2
O=C(Nc1ncccc1O)c1ccc(S(=O)(=O)N2CCCC2)cc1,0.3

# Source: PubChem
